GPR7 antag: blocks human GPR7 receptor signaling; P48145; GPR7-expressing cells, fluorescence antagonist assay; inhibition, % at 4.4 µM; actives 1.1% (n = 290,000); AID 1861; in the data active = inhibition above about 16%, passing the limit was not always enough;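 also: cells stimulated with the agonist NPW; 0% = agonist with vehicle and 100% = vehicle without agonist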
Target sequence (P48145 whole entry, looked up): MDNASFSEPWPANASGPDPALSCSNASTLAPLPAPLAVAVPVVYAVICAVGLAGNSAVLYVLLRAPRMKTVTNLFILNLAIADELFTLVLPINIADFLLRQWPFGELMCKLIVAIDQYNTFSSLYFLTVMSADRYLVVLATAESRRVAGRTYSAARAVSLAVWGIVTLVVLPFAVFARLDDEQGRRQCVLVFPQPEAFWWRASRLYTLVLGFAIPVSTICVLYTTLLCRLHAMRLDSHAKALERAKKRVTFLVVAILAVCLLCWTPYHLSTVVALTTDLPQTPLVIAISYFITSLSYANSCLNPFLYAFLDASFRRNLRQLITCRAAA
V1R ag counter: activates human V1a receptor in oxytocin agonist counter-screen | P37288 | CHO-V1R cells, Fluo-8 calcium fluorescence, agonist mode; 0% DMSO, 100% 3 nM vasopressin | activation, % at 3 µM | actives 0.25% (n = 320,000) | AID 2797;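 active = activation above the mean activation of all tested compounds plus 3 SD, per screening run, cut at about 20% in these data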;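 also: signal is peak over basal fluorescence ratio across a 100 second FLIPR read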
OXTR agonist: activates the human oxytocin receptor. CHO-OTR cells, Fluo-8 calcium fluorescence; normalized: DMSO 0%, oxytocin 100%. activation, % at 3 µM. actives 0.32% (n = 320,000). AID 2435;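 active = activation above the mean of all tested compounds plus 3 SD, cutoff set per screening run, cut at about 20% in these data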;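 also: peak over basal fluorescence ratio from a 100 s FLIPR kinetic read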
Target sequence (P30559 whole entry, looked up): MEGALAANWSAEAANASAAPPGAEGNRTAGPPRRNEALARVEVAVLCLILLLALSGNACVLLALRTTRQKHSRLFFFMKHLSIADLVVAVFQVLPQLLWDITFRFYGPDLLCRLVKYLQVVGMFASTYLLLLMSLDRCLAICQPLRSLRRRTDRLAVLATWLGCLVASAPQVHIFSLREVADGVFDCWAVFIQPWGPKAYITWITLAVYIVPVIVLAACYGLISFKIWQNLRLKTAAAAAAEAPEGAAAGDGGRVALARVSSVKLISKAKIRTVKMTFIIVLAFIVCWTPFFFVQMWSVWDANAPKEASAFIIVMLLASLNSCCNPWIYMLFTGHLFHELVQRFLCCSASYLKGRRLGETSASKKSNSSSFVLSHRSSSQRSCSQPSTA
CHO-K1 Ca antag: nonselective inhibitor or artifact in parental CHO-K1 cells | ATP-induced calcium, Fluo-8 fluorescence | inhibition, % at 3 µM | actives 0.6% (n = 360,000);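 active = inhibition above a per-plate cutoff, the plate's mean sample inhibition plus 3 SD, cut at about 24% in these data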;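 also: 0% = DMSO plus EC80 ATP and 100% = DMSO alone without ATP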
TAAR1 antagonist: human TAAR1 antagonism; CHO RD-HGA16 TAAR1, Fluo-8 calcium fluorescence, antagonist; inhibition, % at 3 µM; actives 1.5% (n = 360,000); AID 624466;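 active = inhibition above a per-plate cutoff, the mean inhibition of test compounds on that plate plus 3 SD, cut at about 49% in these data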;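 also: 0% = DMSO plus EC80 beta-PEA response and 100% = DMSO alone without agonist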
Target sequence (Q96RJ0 whole entry, looked up): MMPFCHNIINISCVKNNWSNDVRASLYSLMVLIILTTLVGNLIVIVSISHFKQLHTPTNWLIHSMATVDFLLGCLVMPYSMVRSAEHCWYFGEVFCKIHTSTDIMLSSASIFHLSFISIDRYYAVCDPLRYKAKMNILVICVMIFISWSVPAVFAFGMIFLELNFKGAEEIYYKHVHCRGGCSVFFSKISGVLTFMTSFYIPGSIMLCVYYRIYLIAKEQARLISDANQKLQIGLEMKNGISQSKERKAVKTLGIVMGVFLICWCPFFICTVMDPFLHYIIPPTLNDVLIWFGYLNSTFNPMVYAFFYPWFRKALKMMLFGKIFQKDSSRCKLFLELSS
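System: RD-HGA16 CHO cells with stable hTAAR1 and Gα16 | Probe or stimulus: EC80 β-phenethylamine stimulus | Dosing: 3 µM, single point | Times: Dye loading 75 min at 37 °C, then 30 min room temperature | Measured by: Fluo-8 calcium-sensitive fluorescence | Read-out basis: % inhibition of agonist calcium response | Replicates: n of 1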
M1 PAM parental: counter-screen for M1 PAMs: effect in parental CHO-K1 cells; ATP EC20, Fluo-8 calcium fluorescence; 0% at ATP EC20, 100% at ATP max; activation, % at 3 µM; actives 0.02% (n = 360,000);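 active = activation above the run cutoff, the mean activation of all test compounds plus 3 SD, cut at about 40% in these data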;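 also: peak over basal fluorescence ratio in a 140 s read after ATP addition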
OXTR potentiate: potentiates the human oxytocin receptor response; AID 2445; activation, % at 3 µM; P30559; CHO-OTR cells, Fluo-8 calcium fluorescence, potentiator mode; 0% = oxytocin EC15, 100% = EC100; actives 0.061% (n = 320,000);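 active = activation above that plate's cutoff, the mean activation of tested compounds plus 3 SD, cut at about 6.6% in these data, passing the limit was not always enough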;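 also: 100% uses oxytocin at 75 nM as the full agonist control; some results filed as inactive read as strong as hits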
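Assay system: CHO cell line stably expressing human OTR. Reagent: EC15 oxytocin agonist. Dosing: single dose, 3.0 µM nominal final compound concentration. Timing: compound 6 min at room temperature before oxytocin, 100 s read. Signal: kinetic Fluo-8 calcium fluorescence. Controls: oxytocin EC15 low and EC100 high.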
M1 ag parental: M1 agonist counterscreen hit in parental CHO-K1 cells; activation, % at 3 µM; actives 0.48% (n = 360,000); AID 602248; Fluo-8 calcium fluorescence; scaled to maximal ATP response, vehicle zero; in the data active = activation above about 15%;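 also: untransfected CHO-K1 host cells lacking M1 receptor as counterscreen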
CHO parental Ca: signal in parental CHO cells, OX1R antagonist counter-screen; parental CHO-K1, ATP-induced calcium, Fluo-8 fluorescence; inhibition, % at 5.6 µM; actives 0.63% (n = 330,000);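 active = inhibition above that plate's mean sample inhibition plus 3 SD, cut at about 26% in these data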;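 also: 0% = ATP-challenged DMSO wells and 100% = DMSO wells without ATP; some compounds past the cut are filed as inactive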
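Assay system – parental CHO cells · Reagent – ATP stimulus · Detection – intracellular calcium via Fluo-8 no-wash fluorescent dye · Evaluation – percent inhibition of ATP-evoked calcium rise, normalized to controls · Controls – ATP wells versus no-ATP DMSO wells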
Numbers without * were called inactive; . = no result given.

SMILES | GPR7 antag | V1R ag counter | OXTR agonist | CHO-K1 Ca antag | TAAR1 antagonist | M1 PAM parental | OXTR potentiate | M1 ag parental | CHO parental Ca
Cc1cccc(C(=O)OCC(=O)NC(C)C2CC3CCC2C3)c1O (stereo not drawn) | . | 0.2 | -0.7 | -2.6 | -30.5 | -3.9 | -4.5 | 0.3 | -18.5
COc1ccc(NC(=O)CCN2C(=O)c3ccccc3C2=O)cc1 | -2.4 | 0.3 | -0.8 | -5.6 | -9.6 | 8.0 | -9.8 | 0.5 | 3.9
NS(=O)(=O)c1ccc(NC(=S)NCc2cccs2)cc1 | 6.5 | 2.2 | 2.0 | 1.3 | 5.8 | 11.0 | -7.9 | 1.3 | 15.0
CN1CCN(C(=O)c2ccc3c(c2)N(Cc2cccc(Cl)c2)C(=O)c2ccccc2S3(=O)=O)CC1 | -2.7 | 1.1 | 2.0 | -12.7 | -4.9 | 17.0 | -13.6 | 1.3 | -22.4
C=CCN(CC=C)C(=S)NC(=O)c1ccc(OC)cc1 | -8.1 | 0.3 | 0.2 | -6.9 | 24.5 | 12.7 | -6.0 | -0.3 | -9.8
CCc1cccc(NC(=O)C2CCN(S(=O)(=O)c3ccc4c(c3)NC(=O)CO4)CC2)c1 | 0.9 | 1.9 | -0.1 | -5.7 | 28.7 | -6.7 | -0.7 | 1.3 | -11.1
CCCN1C(=O)/C(=C/c2ccc(C)o2)NC1=S | 0.1 | -0.1 | -0.2 | . | . | . | -11.5 | . | -2.5
CC(C)/C=C/C(=O)N1CCCC(N2CCN(c3ccccc3F)CC2)C1 (stereo not drawn) | -10.7 | -1.0 | -1.7 | 8.3 | -20.7 | 2.3 | 4.5 | -0.1 | -17.1
O=C(Oc1coc(CSc2ncccn2)cc1=O)c1cccs1 | -9.6 | -0.5 | -0.4 | -10.3 | -8.2 | 12.3 | -2.8 | 0.6 | 6.6
Cc1cccc(-n2c(-c3ccncc3)n[nH]c2=S)c1C | -11.8 | -0.7 | -0.9 | -11.5 | 16.5 | 17.8 | -10.6 | 2.1 | -21.9
Cc1cccc(OC(C)C(=O)N2CCc3ccccc3C2)c1 (stereo not drawn) | -3.5 | -0.1 | 5.5 | -11.8 | -15.4 | -2.6 | -3.7 | 0.3 | -8.8
CCNC(=O)COc1ccc(OCc2ccccc2)cc1 | -0.1 | 3.3 | 4.7 | -20.8 | -12.0 | 13.3 | -4.2 | 5.7 | 12.7
O=C(COc1ccc(Cl)cc1)N1CCCCC1 | 0.2 | -0.2 | -0.6 | -0.8 | 1.2 | 7.5 | -6.7 | 2.4 | -8.5
CC1CN(C(=O)COC(=O)c2ccc(O)cc2)CC(C)O1 (stereo not drawn) | -9.7 | 1.1 | 1.2 | -11.6 | 13.5 | 8.1 | -1.5 | 1.0 | -5.1
Cc1ccc2[nH]c(=O)c(C(c3nnnn3CCc3ccccc3)N3CCOCC3)cc2c1 (stereo not drawn) | -9.9 | -1.2 | -1.4 | -2.2 | -1.6 | 16.3 | -9.5 | 0.0 | -22.4
CCOC(=O)C1CCN(C(=O)NC23CC4CC(CC(C4)C2)C3)CC1 | -8.2 | 0.5 | 0.2 | -8.0 | 3.4 | -4.1 | -0.9 | 0.9 | -8.1
CCOC(=O)c1c(CN2CCCCC2)n(C)c2cc(Br)c(O)c(CN(C)C)c12 | -4.4 | -0.6 | -0.1 | -5.2 | . | 13.9 | 1.4 | 1.1 | -19.2
S=c1[nH]c2ccccc2o1 | -1.7 | 0.7 | 1.2 | 4.2 | 10.5 | 8.7 | 4.1 | 0.9 | -4.7
CCc1cc(-c2n[nH]c(=S)n2C(C)c2ccccc2)cs1 (stereo not drawn) | -10.7 | -1.3 | -0.8 | -15.3 | 7.9 | 10.5 | -6.7 | 0.5 | -17.1
Cc1ccc(-c2csc3ncnc(Nc4ccc(C(=O)O)cc4)c23)cc1 | -9.4 | -0.8 | -0.8 | -5.1 | -49.2 | 7.0 | -5.9 | -0.3 | -19.4
COc1ccc(/C=C2\SC(=S)N(NS(=O)(=O)c3ccc(C)cc3)C2=O)c(OC)c1 | 3.4 | 2.8 | -0.4 | -2.9 | 68.5* | -1.8 | -1.9 | 5.2 | 11.6
CC1CCCN(S(=O)(=O)c2ccc(NC(=O)Cc3ccc(S(=O)(=O)N4CCOCC4)s3)cc2)C1 (stereo not drawn) | . | 0.9 | 1.2 | 24.5* | 17.8 | -32.3 | -4.5 | -0.4 | 12.1
Cc1cc(Cl)c(S(=O)(=O)Nc2ccc3c(c2)OCCO3)cc1OCC(N)=O | -6.0 | 2.7 | 1.4 | -10.6 | 13.6 | 19.8 | -11.7 | 2.6 | -5.1
COCCCNc1cc(C)nc2ccccc12 | -9.8 | -0.4 | 0.1 | -7.3 | 9.6 | 20.1 | -17.5 | 0.5 | -5.2
COc1ccc(C)cc1NC(=O)Nc1cccc(C)c1 | -1.7 | -0.4 | -1.9 | -4.4 | 0.4 | 17.7 | -8.0 | 0.5 | -14.9
CCc1nc2ccc(C(=O)NCCCN3CCCC3=O)cn2c1N(CC)C(=O)NCCc1ccccc1 | . | . | . | -9.8 | -19.3 | -1.8 | . | 0.1 | .
COc1ccc(OC)c(NC(=O)C2CCCN(S(=O)(=O)c3cccc4cccnc34)C2)c1 (stereo not drawn) | -10.0 | 1.1 | -2.1 | 11.4 | 60.4* | -7.1 | 3.5 | 5.3 | -21.3
Cn1c(Cl)c(/C=N/OC(=O)c2ccccc2Cl)c2ccccc21 | -13.8 | 1.0 | 0.3 | -15.7 | 18.9 | 18.6 | -14.5 | 1.8 | 7.1
CCOC(=O)CN(C(=O)Cn1nnc(-c2ccc(C)cc2)n1)C(CC)C(=O)NC1CCCC1 (stereo not drawn) | 7.9 | -0.5 | -0.8 | -3.6 | -16.3 | 14.9 | -8.5 | 1.8 | -23.9
C[C@H](Nc1ccc(C(F)(F)F)cc1[N+](=O)[O-])C(=O)O | -7.1 | -0.1 | 0.5 | -14.3 | 4.6 | 12.3 | -9.5 | 0.3 | -8.5
Cc1oc(-c2cccs2)nc1CNC[C@H]1O[C@@H](n2cnc(C(N)=O)n2)[C@H](O)[C@@H]1O | . | . | . | 3.5 | -0.8 | -13.7 | . | -0.1 | .
COc1ccc([C@H]2CC(=O)C=C(c3cccc(NC(C)=O)c3)C2)cc1 | . | -0.1 | 1.2 | 9.3 | 20.8 | -4.0 | -1.8 | 0.4 | -9.6
COc1ccc(F)cc1C(=O)C1CCCN(Cc2cnc(N3CCCC3)s2)C1 (stereo not drawn) | -15.1 | 1.2 | 2.1 | 1.1 | -16.4 | 19.0 | -0.3 | 0.6 | -14.7
N#C/C(=C/c1ccc(N2CCOCC2)o1)c1ccc(Br)cc1 | -3.4 | 1.1 | 6.4 | 13.6 | 57.1* | -1.9 | -13.8 | 2.9 | -21.2
Cc1ccc(C(=O)NNC2=NC(C)(C)Cc3ccccc32)cc1 | -10.2 | -1.9 | -1.6 | -7.7 | -0.2 | 19.6 | -2.7 | 0.6 | -19.5
Cc1ccc(NC(=O)N2CCCC2C(=O)Nc2ccc(-n3cnnn3)c(C)c2)cc1 (stereo not drawn) | 7.8 | -0.5 | -1.0 | -7.3 | -10.4 | 15.6 | -11.8 | -0.5 | -2.7
O=C(Nc1nc2ccsc2c(=O)s1)c1ccco1 | -5.1 | -0.8 | -1.0 | -2.6 | -3.8 | 7.9 | 4.2 | 1.5 | 0.6
COc1cc(N)c(Cl)cc1C(=O)NC1CCN(Cc2ccccc2)CC1 | . | . | . | -5.2 | -5.0 | 10.1 | . | 0.0 | .
CC1(OC(=O)c2ccco2)C(=O)C=C2C=C(c3ccsc3)OC=C2C1=O (stereo not drawn) | . | 2.4 | 0.6 | . | . | . | -4.7 | . | 2.3
CCC(=O)N1CCc2cc(Br)cc(S(=O)(=O)NCCN3CCCC3)c21 | -4.7 | 0.4 | -0.4 | -8.2 | -5.0 | 4.3 | -1.4 | 0.5 | -3.1

Look-ups from the results shown:
Reading for O=C(Nc1nc2ccsc2c(=O)s1)c1ccco1 under M1 PAM parental: 7.9
Reading for COc1ccc(C)cc1NC(=O)Nc1cccc(C)c1 under GPR7 antag: -1.7

(next part)
SMILES | GPR7 antag | V1R ag counter | OXTR agonist | CHO-K1 Ca antag | TAAR1 antagonist | M1 PAM parental | OXTR potentiate | M1 ag parental | CHO parental Ca
CN(Cc1ccc(Cl)cc1)C(=O)c1ccc(S(=O)(=O)NCc2ccco2)cc1 | . | 7.2 | 8.4 | -16.2 | 15.2 | -4.0 | -9.4 | 2.4 | -7.7
CC(=O)c1cccc(N(CC(=O)NC2CCCCC2)C(=O)c2csnn2)c1 | -4.8 | 0.3 | 0.1 | -5.5 | 4.2 | 5.1 | -4.9 | 0.7 | 6.6
COC(=O)c1ccc(NC(=O)COC(=O)c2nc3nccc(C)n3n2)cc1 | -6.3 | 1.6 | 0.1 | -4.7 | 6.9 | 15.6 | -7.3 | 1.2 | -5.8
COc1cccc(C(=O)O[C@H]2[C@H](C)NS(=O)(=O)[C@H]3C[C@@H]4C=C[C@]23O4)c1 | . | 1.5 | 1.1 | 4.7 | 2.8 | -15.0 | -2.0 | -0.1 | -12.5
CC(C)c1c(C(=O)N/N=C/c2ccco2)nnn1-c1nonc1N | -4.3 | 5.4 | 2.1 | -2.4 | -6.1 | -11.3 | -2.3 | 1.7 | -9.9
Fc1ccccc1Cc1noc(CN2CCCC(CN3CCOCC3)C2)n1 (stereo not drawn) | -1.8 | 5.5 | 1.9 | 1.3 | 7.1 | -1.9 | 0.4 | 0.6 | -9.8
O=[N+]([O-])c1cccc(C=Nc2cccc3ccccc23)c1O | -6.8 | 0.5 | -0.7 | -10.8 | -14.9 | 20.6 | 5.2 | 0.3 | -3.8
COc1ccc(Nc2nc3ccccc3n3cnnc23)cc1 | 5.2 | -1.4 | -1.3 | -39.3 | 0.5 | 16.6 | 5.3 | 2.2 | -18.4
CCn1cc(C(=O)NCC2CCCO2)c(=O)c2cc(F)c(N3CCN(C)CC3)cc21 (stereo not drawn) | 2.0 | 0.5 | 0.5 | -4.6 | 7.6 | 15.6 | -16.3 | 0.2 | -7.6
O=C(Nc1cccc(F)c1)c1cc(S(=O)(=O)N2CCOCC2)cs1 | 3.3 | 0.3 | 2.0 | -6.0 | -0.2 | 6.0 | -12.6 | 1.8 | -4.8
O=C(C[n+]1ccccc1)N/N=C/c1c(F)cccc1Cl | 13.0 | -0.7 | 0.1 | -0.9 | -33.6 | 9.4 | -7.4 | 1.0 | -3.4

Source: PubChem (The Scripps Research Institute Molecular Screening Center)
